INS-1E GSIS act: GLuc luminescence reporter in INS-1E cells, primary screen for activators of glucose-dependent secretion of insulin | INS-1E GLuc reporter insulin secretion, 2-3 h | activation, % at 16.6 µM | 370,000 tested, 0.61% active;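 active means lowest replicate activation of at least 40%, so every replicate reaches that level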;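 further: 0% = median of neutral control wells and 100% = median of IBMX positive control wells; some compounds called inactive have numbers as strong as hits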
EWS-Fli block: EWS/Fli-driven NR0B1 reporter inhibitors, primary screen, A673 cells, NR0B1 luciferase, luminescence, MLPCN library; 350,000 tested, 0.67% active; viability-normalised; AID 651661, 2012; inhibition, % at 12.6 µM;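 active means mean inhibition of at least 50% after viability correction, with every replicate also passing that limit; inconclusive means mean reaches 50% but only one of two replicates passes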;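 further: firefly luciferase signal divided by Alamar Blue viability fluorescence both relative to DMSO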
DENV2 CPE rescue: inhibitors of DENV2 cytopathic effect, primary screen, cell-based, plate reader, single concentration | DENV2-infected cells, cytopathic effect rescue | CPE inhibition, % at 9.99 µM | 350,000 tested, 1.7% active; in the data active means CPE inhibition above about 20%, passing the limit was not always enough; inconclusive means no clear call, values can overlap the other calls; tested in BHK-21 cells;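 further: 0% = median of neutral control wells and 100% = median of positive control wells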
PAX8 inh HTS: inhibitors of PAX8-driven TPO luciferase reporter, primary screen, RMG-I cells, single concentration; inhibition, % at 12.6 µM; AID 652154, 2013; 360,000 tested, 1.2% active; SteadyGlo, 24 h;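 active means mean replicate inhibition at least 60% with every replicate also reaching 60%; inconclusive means only one of the two criteria is met; inactive means mean below 60% and not all replicates reaching 60%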;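 further: luciferase light reporting Pax8 driven TPO promoter activity; plate controls were median of neutral control wells for no effect and mitoxantrone controls for full effect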
CFTR F508del cor: F508del CFTR correction, initial screen, CFBE line, single point | CFBE cells, YFP halide quenching; stimulated with forskolin plus potentiator P3; % fluorescence drop versus neutral controls | activity (quench increase), % at 7.58 µM | 350,000 tested, 0.36% active | AID 720511, 2013;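 active means mean added fluorescence quench of at least 8% versus neutral control, with both replicates also reaching 8%; inconclusive means only one of the mean or replicate conditions met; inactive means mean below 8% and not both replicates reaching 8%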;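 further: cells transiently co-express mutant CFTR-F508del with the halide-sensitive YFP; corrector assay measuring rescue of mutant channel to the surface after 24 h compound exposure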
miR-122 sensor: miR-122 Renilla sensor signal increase in Huh7, primary screen, miR-122 inhibitor project, cell-based, single point, plate reader; AID 602342, 2012; activation (reporter increase), % at 12.5 µM; 340,000 tested, 0.3% active; Huh7 miR-122 Renilla luciferase sensor, 48 h; neutral wells = 0, positive control = 100;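 active means mean replicate activation score at least 90 and every replicate individually at or above 90; inconclusive means only one of the two criteria met; inactive means neither criterion met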;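 further: higher luciferase means less miR-122 activity so hits act as miR-122 inhibitors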
FN deposition inh: inhibitors of fibronectin matrix deposition, primary screen, AH1F cells, Alexa488-fibronectin fluorescence, plate reader; 350,000 tested, 0.086% active; AH1F fibroblasts, overnight; inhibition, % at 12.6 µM; AID 743247, 2014;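 active means mean inhibition across replicates of 30% or more, regardless of how many single replicates reach that level; inconclusive means mean under 30% yet at least half of replicates reach 30%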;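 further: positive control wells lacked labelled fibronectin entirely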
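Assay system: AH1F fibroblast monolayer, labelled fibronectin deposition. Amount: 10000 cells per well. Also added: labelled fibronectin 24 nM. Compound: single-point pinned compound. Incubation: cell attachment 1 h, compound and FN exposure overnight. Detection: fluorescence after three HBSS washes, excitation 485 nm, emission 525 nm. Read-out: inhibition of fibronectin deposition signal.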
Active calls of the source: *; ? = inconclusive; · = no result given; & = joins results of further samples; [ ] = another dose, or the depositor's remark.

item | structure | INS-1E GSIS act | EWS-Fli block | DENV2 CPE rescue | PAX8 inh HTS
1 | CC#CC(=O)N1CCC(CCC(=O)N(C)Cc2ccccc2)CC1 | · | 3 | 6 | 9
2 | CCOc1cc(NS(=O)(=O)c2ccc(NC(C)=O)cc2)c(OCC)cc1NC(=O)C(C)C | 4 | · | · | ·
3 | C[C@H]1CN([C@@H](C)CO)C(=O)Cc2cc(NC(=O)CCCCCC(=O)Nc3ccccc3N)ccc2O[C@H]1CN(C)C(=O)Nc1ccc(C(F)(F)F)cc1 | -3 | 7 | 4 | -6
4 | CC(NS(=O)(=O)c1ccc2c(c1)OCCCO2)C(=O)O (centres undefined) | -3 | · | · | -1
5 | Cc1cnc(C(=O)OCC(=O)Nc2ccccc2[N+](=O)[O-])cn1 | -4 | 2 | 0 | 13
6 | O=C(O)c1cc(S(=O)(=O)Nc2cc(Cl)ccc2Oc2ccccc2)ccc1O | · | -3 | -2 | -11
7 | O=C(Nc1ccccc1)C1CCCN1C(=O)NCc1ccccc1 (centres undefined) | · | 2 | -3 | -2
8 | Cc1ccc(C)c(N2CCN(C(=O)c3ccc(NC4=NC5CS(=O)(=O)CC5S4)cc3)CC2)c1 (centres undefined) | · | 0 | -5 | -6
9 | C[C@H](CO)N1C[C@H](C)[C@H](CN(C)S(=O)(=O)c2ccc(Cl)cc2)Oc2ccc(NC(=O)c3ccncc3)cc2C1=O | -6 | -2 | -6 | 16
10 | COCCCn1c(=O)/c(=C\c2ccccc2OC(F)F)s/c1=C(/C#N)C(=O)N1CCOCC1 | 10 | 3 | 8 | 17
11 | C[C@@H]1CN([C@@H](C)CO)C(=O)c2cc(C#CCN(C)C)cnc2O[C@@H]1CN(C)Cc1cccc(C(=O)O)c1 | 20 | -14 | -6 | ·
12 | COc1cccc(CN(C)C(=S)Nc2ccc(C)c(C)c2)c1 | -22 | 4 | -6 | -5

item | CFTR F508del cor | miR-122 sensor | FN deposition inh
1 | -2.2 | -1 | 6
2 | · | 3 | -7
3 | -1.5 | 0[16.7 µM] | ·
4 | · | · | -1
5 | -0.2 | -5 | ·
6 | 0.2 | -2 | 19
7 | -0.5 | · | 18
8 | -2.4 | -1 | 4
9 | 2.4 | -3[16.7 µM] | -29
10 | 0.9 | · | ·
11 | -2.4 | -2[16.7 µM] | ·
12 | 0.4 | -5 | -5

More compounds.
item | structure | INS-1E GSIS act | EWS-Fli block | DENV2 CPE rescue | PAX8 inh HTS
13 | CCOc1ccc(OCC)c(S(=O)(=O)NCCOC23CC4CC(CC(C4)C2)C3)c1 | · | 20 | -6 | 13
14 | CC(C)CNS(=O)(=O)c1ccc(CC(C)C)cc1 | -4 | 1 | -1 | -16
15 | Cc1ccc(Cl)cc1NS(=O)(=O)c1ccc2c(c1)NC(=O)C(C)C(=O)N2 (centres undefined) | · | -7 | -6 | 20
16 | CCCNC(=O)C[C@@H]1CC[C@@H]2[C@@H](COc3ccc(NC(=O)c4cscn4)cc3C(=O)N2C)O1 | 9 | 2 | · | 7
17 | O=C(N[C@@H]1CC[C@@H](CCNS(=O)(=O)c2ccccc2Cl)O[C@@H]1CO)c1ccc(F)cc1 | 2 | -4 | -8 | 2
18 | O=C(O)c1cnc(-c2ccccc2)nc1Sc1ccccc1 | · | · | · | 6
19 | CCOC(=O)CN(C)C(=O)CCc1nnc(-c2ccsc2)o1 | -7 | -6 | · | -10
20 | CCOC(=O)[C@H]1[C@H]2COc3ccc(Cl)cc3[C@@H]2N2C(=O)c3cc(F)ccc3NC(=O)[C@@]12C | · | 0 | · | -6
21 | Cc1ccc(Nc2cc(C)nc3ncnn23)cc1 | 2 | 7 | -14 | 8
22 | C=CCN1C(=O)C(CC(=O)Nc2ccc(OC)cc2)SC1=Nc1ccc(S(N)(=O)=O)cc1 (centres undefined) | -4 | 0 | 6 | 5
23 | C[C@H](CO)N1C[C@H](C)[C@H](CN(C)S(=O)(=O)c2ccc(Cl)cc2)Oc2ccc(NC(=O)Nc3ccccc3)cc2CC1=O | -34 | 13 | 0 | 32
24 | CC1Cc2cc(/C(O)=C3/C(=O)C(=O)N(CCCn4ccnc4)C3c3ccc(F)cc3)ccc2O1 (centres undefined) | 12 | · | -1 | -11

item | CFTR F508del cor | miR-122 sensor | FN deposition inh
13 | · | · | 3
14 | -0.9 | 59 | -2
15 | 1.6 | · | 3
16 | 1.5 | 14[16.7 µM] | -12
17 | -1.2 | · | -1
18 | · | -7 | -6
19 | -2.5 | -2 | 1
20 | -0.6 | -24 | 2
21 | 0.9 | 4 | 8
22 | 1.4 | 3 | 0
23 | 1.7 | -14[16.7 µM] | ·
24 | 1.1 | -2 | 4

(listing goes on)
item | structure | INS-1E GSIS act | EWS-Fli block | DENV2 CPE rescue | PAX8 inh HTS
25 | CC(=O)Nc1ccc(NC(=O)C(C)OC(=O)c2c(C)nn(-c3ccccc3)c2Cl)cc1 (centres undefined) | -24 | -9 | -2 | 8
26 | N#Cc1ccc(-c2ccc([C@H]3[C@@H](CO)N4C(=O)CN(C(=O)Cc5ccccc5)C[C@@H]34)cc2)cc1 | -15 | -1 | -1 | 11
27 | COCOCCn1cc(CN2CCS(=O)(=O)N(Cc3ccc(-c4ccc(Cl)cc4)cc3)C(CC(C)C)C2=O)nn1 (centres undefined) | -10 | 9 | -6 | 19
28 | Cc1c(Cl)c(C(=O)N2CCCc3ccccc32)nn1C | 6 | · | · | -3
29 | CCOc1ccc(NC(=O)CN2C(=O)c3ccccc3C2=O)cc1 | -5 | 7 | 1 | -8
30 | Cc1nnc(SCC(=O)N(C)CC(=O)Nc2ccc(F)cc2)n1Cc1ccccc1 | 10 | 4 | 10 | 8
31 | COc1ccc(C(CNC(=O)CN2C(=O)NC3(CCCC3)C2=O)N(C)C)cc1 (centres undefined) | 6 | -11 | 6 | -21
32 | CC(NC(=O)c1ccco1)C(=O)O (centres undefined) | · | -7 | -10 | -17
33 | COc1ccc(-c2nc3ccc(Cl)cn3c2Cc2cccc(F)c2)cc1OC | -9 | -6 | -1 | -18
34 | COc1ccc([N+](=O)[O-])cc1NCC(=O)Nc1cccc(S(=O)(=O)N2CCCC2)c1 | -5 | -3 | ? | 16
35 | COc1cc(OC)cc(C(=O)N2CCC(N3CCN(c4ccccc4)CC3)CC2)c1 | · | · | · | 17
36 | CCCC(=O)Nc1cccc(NC(=O)c2ccc([N+](=O)[O-])cc2Cl)c1 | -26 | -8 | -12 | -4

item | CFTR F508del cor | miR-122 sensor | FN deposition inh
25 | -2.3 | -1 | 14
26 | 1.0 | · | ·
27 | 2.7 | -3 | 0
28 | · | -1 | 4
29 | -8.8 | · | 4
30 | -0.2 | · | 14
31 | -0.4 | -1 | 6
32 | 0.5 | -2 | -9
33 | -0.8 | 3 | 8
34 | -0.3 | · | 0
35 | · | 0 | 24
36 | 2.0 | · | -4

Four compounds from above, ordered by number of heavy atoms, rising.
item | structure | INS-1E GSIS act | EWS-Fli block | DENV2 CPE rescue | PAX8 inh HTS
32 | CC(NC(=O)c1ccco1)C(=O)O (centres undefined) | · | -7 | -10 | -17
29 | CCOc1ccc(NC(=O)CN2C(=O)c3ccccc3C2=O)cc1 | -5 | 7 | 1 | -8
30 | Cc1nnc(SCC(=O)N(C)CC(=O)Nc2ccc(F)cc2)n1Cc1ccccc1 | 10 | 4 | 10 | 8
26 | N#Cc1ccc(-c2ccc([C@H]3[C@@H](CO)N4C(=O)CN(C(=O)Cc5ccccc5)C[C@@H]34)cc2)cc1 | -15 | -1 | -1 | 11

item | CFTR F508del cor | miR-122 sensor | FN deposition inh
32 | 0.5 | -2 | -9
29 | -8.8 | · | 4
30 | -0.2 | · | 14
26 | 1.0 | · | ·

The list goes on:
item | structure | INS-1E GSIS act | EWS-Fli block | DENV2 CPE rescue | PAX8 inh HTS
37 | CN1C(=O)c2cc(NC(=O)Nc3ccccc3F)ccc2OC[C@@H]2O[C@H](CC(=O)NCc3ccc(-c4ccccc4)cc3)CC[C@@H]21 | -3 | 8 | -2 | 0
38 | O=C(Nc1ccc(S(=O)(=O)Nc2ncccn2)cc1)c1ccc(Br)cc1 | 21 | -2 | 15 | -9
39 | O=C(NC1CCCCC1)N1CCN(C2CCCCC2)CC1 | 3 | -3 | -4 | ·
40 | O=C(COC(=O)CCS(=O)(=O)c1ccc(Cl)cc1)NCCc1ccc(Cl)cc1Cl | 3 | -4 | 0 | 29
41 | CCCCNC(=S)Nc1ccc2[nH]c(=O)[nH]c2c1 | -6 | -2 | 9 | 3
42 | CCCS(=O)(=O)NC(=O)C1(C)CCCN(C(=O)c2ccccc2C(F)(F)F)C1 (centres undefined) | -2 | -2 | 5 | 13
43 | COc1ccc(C)cc1NC(=O)CCCNC(=O)Cn1cnc2sc(C)c(C)c2c1=O | -6 | -2 | -2 | -5
44 | CCC(=O)N1C[C@H](C)[C@@H](OC)CN(C)C(=O)c2cc(NC(=O)NC3CCCC3)ccc2OC[C@@H]1C | 4 | -9 | 8 | ·
45 | C[C@@H]1CN([C@@H](C)CO)C(=O)Cc2cc(NS(=O)(=O)c3ccc(Cl)cc3)ccc2O[C@H]1CN(C)C(=O)Nc1ccc(C(F)(F)F)cc1 | -19 | -2 | 17 | ·
46 | CC(OC(=O)Cc1ccccc1[N+](=O)[O-])C(=O)NC(=O)NC1CCCCC1 (centres undefined) | -8 | -8 | 3 | -10
47 | O=C(NCC[C@H]1CC[C@H](NS(=O)(=O)c2ccc(F)cc2)[C@@H](CO)O1)c1ccc2c(c1)OCO2 | 13&31 | -4&-2 | 4&1 | 24&2
48 | CNC(=O)c1nc[nH]c1C(=O)NC | · | · | · | -4

item | CFTR F508del cor | miR-122 sensor | FN deposition inh
37 | -0.3 | -27[16.7 µM] | 8
38 | 1.6 | -3 | 1
39 | -1.7 | -14 | ·
40 | · | · | 11
41 | 0.9 | -4 | 3
42 | 2.7 | 1 | 0
43 | -0.1 | -3 | -4
44 | 0.2 | · | 0
45 | 0.4 | 19[16.7 µM] | 4
46 | 5.9 | 6 | 2
47 | -1.2&1.9 | · | -11&11
48 | · | -2 | 2

(cont.)
item | structure | INS-1E GSIS act | EWS-Fli block | DENV2 CPE rescue | PAX8 inh HTS
49 | O=C(Nc1c(F)cc(F)cc1Br)c1cccnc1 | 28 | 3 | 3 | ·
50 | Cn1c(SCC(=O)NC2CCCCC2)nnc1C(F)(F)F | 28 | -8 | 0 | 51
51 | FC(F)(F)c1ccccc1Cc1c(-c2ccccc2)nc2ccc(Br)cn12 | -17 | -103 | 6 | -109
52 | CN(C)c1ccc2c(c1)[C@@H]1C[C@@H](CC(=O)NCc3ccc(-c4ccccc4)cc3)O[C@H](CO)[C@@H]1O2 | 2 | 17 | 17 | 7
53 | Cc1c(O)cc2n(c1=O)-c1ccc(Cl)cc1C2(C)C | · | · | · | 4
54 | CCOC(=O)N1CCN(c2c(NC3CCN(Cc4ccccc4)CC3)c(=O)c2=O)CC1 | -10 | -1 | -4 | -8
55 | CC(C)(C)Nc1nc(OCC#N)nc(N2CCCCC2)n1 | -8 | 6 | ? | 11
56 | O=C(NCCCn1ccnc1)C(=O)Nc1ccccc1 | 2 | -9 | 2 | 4
57 | O=C(COC(=O)C1CCN(c2ccc(C(F)(F)F)cn2)CC1)Nc1ccc(Cl)cn1 | 6 | 8 | 1 | -12

item | CFTR F508del cor | miR-122 sensor | FN deposition inh
49 | -0.5 | 1 | ·
50 | 3.0 | -6 | ·
51 | -1.1 | -5 | -1
52 | -1.2 | -4[16.7 µM] | 0
53 | · | -8 | 0
54 | 2.1 | -2 | 5
55 | · | · | -2
56 | -0.3 | · | ·
57 | 0.4 | -2 | 0
